NPR1 activator = GC-A (human) enzyme activation. P16066. HEK293 GC-A cells, cGMP TR-FRET, EC30 ANP; 0% at EC30 ANP, 100% saturating ANP. activation, % at 10 µM. 370,000 compounds, 0.14% hits. AID 1671463; in the data active = activation above about 40%
ASAP1 GAP inh = blocks human ASAP1-stimulated Arf1 GTP hydrolysis | GDP FP detection | inhibition, % at 16.5 µM | 360,000 compounds, 0.19% hits; in the data active = inhibition above about 25%;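 also: 0% = vehicle with enzyme and substrate and 100% = no enzyme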
Target sequence (Q9ULH1 325-724 limits assumed): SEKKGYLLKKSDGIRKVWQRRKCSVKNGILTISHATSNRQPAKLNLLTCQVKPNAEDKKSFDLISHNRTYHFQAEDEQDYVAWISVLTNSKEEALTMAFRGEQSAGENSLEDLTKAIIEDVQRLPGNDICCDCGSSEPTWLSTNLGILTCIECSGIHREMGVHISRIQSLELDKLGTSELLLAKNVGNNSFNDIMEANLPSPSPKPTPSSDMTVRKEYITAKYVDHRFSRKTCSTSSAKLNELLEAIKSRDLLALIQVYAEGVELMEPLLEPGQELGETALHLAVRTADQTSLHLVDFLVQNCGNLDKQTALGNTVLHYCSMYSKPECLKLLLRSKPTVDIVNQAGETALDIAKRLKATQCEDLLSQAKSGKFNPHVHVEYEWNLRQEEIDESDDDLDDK
rCAG binder = molecules binding r(CAG) RNA repeats | r(CAG) RNA repeat, TO-PRO-1 dye displacement fluorescence | 370,000 compounds, 1.3% hits | AID 651821 | inhibition, % at 3 µM;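 active = inhibition above the plate cutoff, the mean of all test compounds on that plate plus 3 SD, cut at about 35% in these data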;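 also: 0% = DMSO alone and 100% = 100 µM mitoxantrone as full dye displacement; higher means more dye released from RNA so lower well fluorescence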
DDE Tn6 FP inh = DD(E)-Tn6 binding inhibition, primary FP screen; Fibrin DD(E) TRITC-Tn6 fluorescence polarization displacement; inhibition, % at 8.3 µM; 370,000 compounds, 0.21% hits; AID 720509;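 active = inhibition above a per-campaign cutoff: mean of compounds within control limits plus 3 SD, cut at about 15% in these data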;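 also: 0% = median of all compound wells on the plate and 100% = blocking peptide control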
Target sequence (P02675 whole entry, looked up): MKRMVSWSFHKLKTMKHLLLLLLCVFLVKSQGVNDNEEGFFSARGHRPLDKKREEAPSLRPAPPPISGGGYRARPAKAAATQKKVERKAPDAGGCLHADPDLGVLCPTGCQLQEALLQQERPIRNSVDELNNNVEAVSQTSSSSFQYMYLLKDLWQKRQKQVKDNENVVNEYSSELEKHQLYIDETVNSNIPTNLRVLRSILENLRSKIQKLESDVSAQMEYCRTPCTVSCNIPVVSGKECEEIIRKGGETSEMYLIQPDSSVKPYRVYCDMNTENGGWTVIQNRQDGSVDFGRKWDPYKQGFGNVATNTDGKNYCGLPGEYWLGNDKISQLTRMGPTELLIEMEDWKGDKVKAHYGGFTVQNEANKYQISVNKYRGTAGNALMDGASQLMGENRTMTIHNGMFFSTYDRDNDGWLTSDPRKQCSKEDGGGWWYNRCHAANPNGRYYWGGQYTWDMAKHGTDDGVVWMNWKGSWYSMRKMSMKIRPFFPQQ
ADAM10 inh = ADAM10 inhibition, QFRET primary screen; O14672; recombinant ADAM10, EDANS/DABCYL FRET peptide cleavage, 3 h; inhibition, % at 7 µM; 370,000 compounds, 0.62% hits;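 active = inhibition above a per-campaign cutoff equal to the mean of compounds falling between control-based bounds plus 3 SD, cut at about 20% in these data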;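 also: 0% = DMSO wells while the 100% control is not disclosed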
sPLA2-III inh = Blocks human group III sPLA2 activity | QFRET BODIPY PC-A2 liposome hydrolysis, fluorescence | inhibition, % at 12.2 µM | 370,000 compounds, 0.56% hits | AID 743126;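 active = inhibition above mean plus 3 SD of compounds lying within the high and low control bounds, cut at about 19% in these data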;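 also: 0% = median of test compound wells and 100% = no enzyme DMSO wells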
proKLK7 act = activates the human kallikrein-7 zymogen; P49862; purified proKLK7, EDANS-DABCYL substrate fluorescence; 100% is mature enzyme control, 0% vehicle; activation, % at 7 µM; 370,000 compounds, 0.9% hits; AID 652039;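 active = activation above the mean of all tested compounds plus 3 SD, computed per campaign excluding outliers beyond control limits, cut at about 13% in these data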
GAA850 FXN act = increases GAA850 frataxin promoter reporter activity. 360,000 compounds, 0.56% hits. activation, % at 6 µM. HEK293 lucGAA850 FXN promoter luciferase reporter, 24 h; percent of 10 µM SAHA response;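 active = activation above the average of all compounds screened plus 3 SD, cutoff fixed separately per campaign, cut at about 7.5% in these data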;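 also: 0% = DMSO wells and 100% = 10 µM SAHA wells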
GC-B act = GC-B (human) receptor activation; P20594; HEK293-GC-B cells, CNP EC30, cGMP TR-FRET; 0% at EC30 CNP, 100% saturating CNP; activation, % at 10 µM; 370,000 compounds, 0.11% hits; AID 1920062;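 active = activation at 10 µM reaching about 35% in either raw or pattern-adjusted values, limit read from the data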
ARFGAP1 inh = inhibits rat ARF GTPase activating protein 1. inhibition, % at 16.5 µM. Arfgap1-stimulated ARF1 GTP hydrolysis, GDP FP detection. 360,000 compounds, 0.26% hits. Q62848;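 active = inhibition above a per-plate limit, mean inhibition of low control wells plus 3 SD, cut at about 25% in these data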;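 also: 0% = DMSO wells with enzyme and 100% = wells lacking Arfgap1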
Target sequence (Q62848 1-136 limits assumed): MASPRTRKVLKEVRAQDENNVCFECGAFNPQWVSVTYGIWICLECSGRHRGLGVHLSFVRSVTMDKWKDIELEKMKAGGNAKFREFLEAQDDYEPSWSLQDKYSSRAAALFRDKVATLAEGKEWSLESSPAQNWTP
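Material: rat Arfgap1 GAP domain (His6, aa 1-136), purified enzyme. Also added: human ARF1(Δ1-17)-GTP substrate. Compound dosing: 16.5 µM single point, 1.26% DMSO. Timing: enzyme reaction 120 min at 25 °C after 20 min preincubation. Signal: GDP detection by fluorescence polarization. Read-out basis: percent inhibition of GAP-stimulated GDP formation, scaled between DMSO and no-Arfgap1 medians.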
* = called active by the depositor; · = not tested or not shown.

Compound | NPR1 activator | ASAP1 GAP inh | rCAG binder | DDE Tn6 FP inh | ADAM10 inh | sPLA2-III inh | proKLK7 act | GAA850 FXN act | GC-B act | ARFGAP1 inh
CC(=O)Nc1ccc(-c2cc(NC(C)=O)n(-c3ccccc3)n2)cc1 | -2.5 | -19.6 | -4.4 | 1.1 | -1.4 | 4.0 | -0.1 | 2.4 | -0.4 | -2.8
Cc1ccccc1OCc1nnc(SCc2nc3ccccc3c(=O)[nH]2)n1C | -9.1 | 10.8 | -0.3 | 0.8 | -6.3 | 6.1 | -0.6 | 0.4 | -0.7 | 2.2
Cc1cc(C)c2nc(N3CCC(C(=O)NCCCN4CCCC4=O)CC3)sc2c1 | 3.7 | -14.1 | -6.2 | 2.5 | 3.1 | 1.0 | 0.5 | 1.2 | -1.0 | 7.6
Cc1ccc(-n2nnnc2SC(C(=O)c2c[nH]c3ccccc23)c2ccccc2)cc1 (stereo not drawn) | 6.1 | 4.1 | -0.8 | 1.0 | -0.7 | -0.4 | -0.5 | 1.5 | -1.5 | 4.7
CCn1nnc(-c2ccccc2NS(=O)(=O)c2ccc(C(=O)OC)cc2)n1 | -1.6 | 5.0 | -2.5 | 7.4 | 1.9 | -5.1 | -0.2 | 0.1 | -1.6 | 4.8
O=C(CN1C(=O)S/C(=C/c2cccnc2)C1=O)N1CCOCC1 | -0.2 | 1.1 | -2.3 | -0.7 | 0.0 | 12.7 | 0.1 | 0.7 | -5.8 | -5.0
CC(=O)N1CCN(Cc2nc3cc(NC(=O)c4ccc(Cl)cc4)ccc3n2C)CC1 | 22.0 | 0.9 | -1.8 | 3.4 | 0.3 | 5.7 | -0.5 | 1.4 | -0.3 | 5.9
COc1ccccc1CNC(=O)c1ccc(Cl)c(S(=O)(=O)N2CCCC2)c1 | 3.2 | 5.1 | 2.8 | 13.0 | -6.5 | 4.0 | -0.3 | 0.1 | 2.1 | 1.7
CCOC(=O)c1[nH]cnc1C(=O)Nc1ccc(F)cc1 | 1.8 | -8.4 | -2.0 | 3.1 | -1.0 | -3.0 | -0.3 | -0.3 | -0.6 | 3.4
COc1ccc(NC(=O)C(=S)N2CCCC2)cc1 | 1.2 | 4.0 | -0.6 | -5.3 | 5.9 | 5.9 | -0.2 | 1.7 | -4.8 | 4.1
O=C(Nc1cccnc1)Nc1ccc2c(c1)OCO2 | 7.6 | -0.9 | 1.4 | -6.4 | -9.3 | 6.5 | -0.3 | 1.6 | 0.4 | 1.6
CC1(C)CC(=O)N(c2cc(Cl)cc(Cl)c2)C(=O)C1 | 16.6 | -1.2 | 1.4 | -2.1 | 3.7 | -1.2 | -0.2 | -1.2 | 2.2 | 3.4
C=CCn1c(SCC(=O)c2cccs2)nc2sc(C)cc2c1=O | 1.2 | 0.2 | -0.8 | 2.9 | -4.7 | -21.8 | -1.1 | -0.8 | -5.7 | -10.3
Cc1cc2ncn(-c3ncnc4sc5c(c34)CCC(C)C5)c2cc1C (stereo not drawn) | -3.6 | -1.2 | -3.1 | -0.1 | -6.7 | 0.1 | 0.3 | 0.4 | 4.4 | 0.1
CCOC(=O)CNC(=O)N1CCC(CCC(=O)N(C)Cc2ccccc2)CC1 | -2.4 | 7.1 | -2.4 | -0.6 | -10.8 | 14.9 | -0.1 | 3.7 | 12.4 | 19.7
O=C(c1cn(-c2ccccc2)nc1-c1cccs1)N1CCN(c2ccccn2)CC1 | 0.4 | 4.4 | 4.7 | -7.0 | -0.8 | -13.8 | 0.0 | -0.3 | 8.1 | 12.6
CCOC(=O)COc1ccc2c(c1)c(C(C)=O)c(C)n2-c1ccc(OC)cc1 | -0.9 | 7.5 | -7.0 | 0.8 | 21.2* | 2.8 | -0.1 | -0.6 | 6.3 | -9.5
C=CCn1c(COc2cccc3cccnc23)nnc1SCC(=O)OC | -3.1 | -7.2 | -6.2 | -5.1 | -26.6 | 0.1 | 0.1 | 0.1 | -3.4 | 5.7
O=C(O)CCCN1C(=O)c2cccc3cccc(c23)C1=O | -3.5 | -3.4 | 5.6 | -6.1 | -276.0 | 1.3 | 2.1 | -1.8 | -12.0 | -7.8
O=C(CCC1CCCCC1)NCc1cccs1 | -2.5 | -5.0 | 0.3 | 9.8 | 8.2 | 4.9 | -0.2 | -1.5 | 4.3 | -0.1
Cc1cccc(NC(=O)CCNS(=O)(=O)c2ccc(Cl)cc2)c1 | 4.3 | 8.5 | 0.9 | -0.3 | 2.9 | -16.4 | 0.8 | 0.3 | 2.3 | -2.8
CCNC(=O)C1CCCN(C(=O)c2cc(F)cc(F)c2)CC1 (stereo not drawn) | 1.1 | -11.8 | 2.3 | 3.5 | -4.1 | -0.1 | 0.3 | -0.9 | 5.9 | -6.0
CCc1nnc(NC(=O)Cc2cc(OC)c(OC)c(OC)c2)s1 | -2.6 | 9.5 | -1.6 | 8.6 | 1.9 | 0.9 | 0.3 | 2.1 | 2.3 | 2.3
C=CCN1C(=O)C2(OCCCO2)c2cc(C)ccc21 | 2.8 | -8.3 | -0.9 | -4.1 | -7.5 | -1.2 | -0.1 | 1.2 | 0.8 | -2.1
CCOC(=O)c1cc(-c2csc(Nc3c(C)cc(C)cc3C)n2)on1 | -13.9 | -0.6 | -0.5 | -7.3 | 6.0 | -5.3 | -0.3 | 1.8 | 3.8 | -6.7

Sorted by value in ARFGAP1 inh (highest first): some entries from above.
| Structure | ARFGAP1 inh |
| --- | --- |
| CCn1nnc(-c2ccccc2NS(=O)(=O)c2ccc(C(=O)OC)cc2)n1 | 4.8 |
| O=C(Nc1cccnc1)Nc1ccc2c(c1)OCO2 | 1.6 |
| O=C(O)CCCN1C(=O)c2cccc3cccc(c23)C1=O | -7.8 |

Continuation:
Compound | NPR1 activator | ASAP1 GAP inh | rCAG binder | DDE Tn6 FP inh | ADAM10 inh | sPLA2-III inh | proKLK7 act | GAA850 FXN act | GC-B act | ARFGAP1 inh
CC(NC(=O)CCN1C(=O)c2ccccc2C1=O)c1ccc2c(c1)CCCC2 (stereo not drawn) | 0.3 | -1.1 | -7.2 | 2.8 | -2.3 | -0.2 | 0.4 | 0.3 | -7.7 | -10.5
Cc1ccc(N(CC(=O)Nc2ccc(C)cc2C)S(=O)(=O)N2CCCC2)cc1 | -0.4 | 12.3 | -4.1 | -7.9 | 9.7 | -9.8 | 0.1 | 1.5 | 2.9 | 0.8
NC(=O)c1ccc(SCC(=O)OCC(=O)N2CCCC2=O)c([N+](=O)[O-])c1 | -3.2 | -9.4 | 4.0 | -1.0 | -5.3 | -3.4 | 0.0 | 0.2 | -11.8 | 4.7
Cc1ccc2cc(C3CC(c4ccco4)=NN3C(=O)CCC(=O)O)c(Cl)nc2c1 (stereo not drawn) | -6.4 | 6.6 | 3.2 | 0.0 | -9.3 | -0.7 | -0.6 | 0.7 | 1.1 | 7.3
Cc1ccc(OCC(=O)Nc2ccc(N3CCN(C(=O)c4ccco4)CC3)cc2)cc1 | -3.6 | -11.1 | -3.2 | -1.3 | 4.6 | -5.3 | 0.0 | -1.1 | 0.8 | 8.9
CCCc1cc(=O)[nH]c(SCC(=O)NC)n1 | 1.6 | -9.1 | 0.5 | 0.3 | -1.8 | 5.7 | 0.2 | 0.3 | 3.0 | 8.8
CC(C)NC(=O)c1cc(C2CCCCN2C(=O)c2ccc(C#N)cc2)on1 (stereo not drawn) | -1.3 | 1.5 | 0.8 | -0.3 | -3.3 | -6.7 | 0.0 | -1.4 | -1.1 | 0.0
Cc1ccc(S(=O)(=O)C[C@@H]2OC[C@H](Cc3ccccc3)N2S(=O)(=O)c2ccc(C)cc2)cc1 | 2.9 | 0.1 | 3.6 | -3.5 | -2.0 | -0.1 | 0.6 | · | -0.6 | -13.9
O=C(Cn1cc(C(=O)c2cccs2)c2ccccc21)NC1CCCCC1 | 0.6 | -3.2 | -1.1 | -5.3 | -2.3 | -2.1 | -0.2 | 0.6 | -3.8 | -4.7
C=CCSc1nnc2n(CCc3ccccc3)c(=O)c3c4c(sc3n12)COC(C)(C)C4 | 6.7 | -1.0 | -0.6 | 3.2 | 4.6 | -2.4 | -0.1 | -0.9 | -5.8 | 8.1
NC(=O)NC(=O)COC(=O)/C=C/c1cccs1 | 2.8 | 7.4 | -2.0 | 3.7 | -4.2 | 3.4 | 0.8 | 1.9 | 2.3 | 8.2
Cc1cc(N2C(=O)C(O)=C(C(=O)c3ccc(C)o3)C2c2cccc(Cl)c2)no1 (stereo not drawn) | -1.7 | -0.9 | 27.3 | -1.1 | -51.5 | -5.5 | -0.7 | 0.2 | -3.2 | -20.6
O=C(N/N=C1\CC2CC=CC12)c1ccc(COc2ccccc2)cc1 (stereo not drawn) | 1.2 | -2.8 | 2.2 | -6.1 | 2.1 | -7.2 | -0.1 | 0.7 | -4.8 | 1.7
Cc1c(C(=O)NCc2ccccc2C(F)(F)F)sc(=O)n1Cc1ccc2c(c1)OCO2 | -5.8 | 2.9 | 1.5 | 6.4 | 0.0 | -5.5 | 0.0 | 0.3 | -0.5 | -0.1
CC(=O)c1cccc(NC(=S)NC(=O)c2ccccc2)c1 | -2.6 | 0.1 | -0.1 | -1.4 | 2.7 | -7.2 | 0.2 | 4.7 | -1.8 | -4.4
CC(=O)c1cccc(NC(=O)c2ccc3c(Cl)c4c(nc3c2)CCCC4)c1 | 4.6 | 0.5 | -0.2 | -1.1 | -1.3 | -6.2 | 0.3 | 1.2 | -1.6 | 2.0
CC(Sc1nnc2ccccn12)C(=O)Nc1ccc(N2CCOCC2)cc1 (stereo not drawn) | 2.0 | -2.3 | 1.1 | 0.2 | -4.2 | -0.7 | 0.1 | 3.6 | -4.0 | -2.9
O=[N+]([O-])c1ccc(NCc2ccccc2N2CCC(CO)CC2)nc1 | -1.1 | 8.8 | -3.0 | 6.5 | 0.8 | -8.3 | 2.4 | -0.6 | 0.0 | 9.9
CC(NC(=O)c1ccc(S(=O)(=O)N(C)C)cc1)c1ccccc1 (stereo not drawn) | 6.8 | -11.8 | 0.8 | -8.2 | 9.0 | 4.5 | -0.2 | 0.9 | 3.8 | 1.1
COC(=O)CSc1nc2ccc(NC(C)=O)cc2s1 | -6.2 | 3.9 | 4.5 | -3.4 | -6.8 | 8.8 | -0.7 | -2.1 | -9.6 | 11.6
O=C(CN1CCN(c2ncccn2)CC1)NCc1ccc2c(c1)OCO2 | -8.5 | -5.1 | 2.5 | 4.8 | 0.8 | -2.4 | -0.3 | -0.3 | -3.9 | -3.1
Cc1c(C=O)c2ccccc2n1CC(=O)NCc1ccccc1 | -3.8 | 5.1 | -0.3 | -0.2 | 3.6 | 2.6 | -0.5 | -0.5 | 2.1 | 6.6
CCN1C(=O)c2cccc3cccc1c23 | 4.3 | -5.0 | 5.0 | 4.6 | -13.7 | -4.0 | 0.8 | -1.0 | -0.7 | 2.8
O=C(O)Cn1nnnc1SCC(=O)Nc1ccc(F)cc1F | 0.1 | -1.6 | -0.4 | 0.1 | 5.7 | 6.7 | 0.1 | 1.2 | 1.8 | -3.3
